RmlCD inh 1536: M. tuberculosis RmlC/RmlD coupled enzyme inhibitors, primary screen, biochemical, compound mixtures, 384-well, from 1536-well plates | AID 1533, 2009 | 160,000 compounds, 0.03% hits | inhibition, % at 3.6 µM | dTDP-4-dehydrorhamnose reductase (Mycobacterium tuberculosis (strain ATCC 25618 / H37Rv)) … | RmlC+RmlD coupled enzyme assay, percent inhibition; primary screen in compound mixtures; in the data active means inhibition mostly above about 34%, no sharp cut-off; inconclusive means no clear call, values can overlap the other calls; inactive means mostly below about 22%; further: some results filed as inactive read as strong as hits
Target sequence (P9WH09 whole entry, looked up): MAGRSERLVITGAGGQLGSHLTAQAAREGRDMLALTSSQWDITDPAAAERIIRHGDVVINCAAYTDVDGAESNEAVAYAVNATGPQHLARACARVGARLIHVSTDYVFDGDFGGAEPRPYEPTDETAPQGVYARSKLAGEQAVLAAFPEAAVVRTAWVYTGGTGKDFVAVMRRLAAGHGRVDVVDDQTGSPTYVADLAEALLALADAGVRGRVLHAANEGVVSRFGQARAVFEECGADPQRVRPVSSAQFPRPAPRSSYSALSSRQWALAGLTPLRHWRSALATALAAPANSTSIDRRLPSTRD
Target sequence (P9WH11 whole entry, looked up): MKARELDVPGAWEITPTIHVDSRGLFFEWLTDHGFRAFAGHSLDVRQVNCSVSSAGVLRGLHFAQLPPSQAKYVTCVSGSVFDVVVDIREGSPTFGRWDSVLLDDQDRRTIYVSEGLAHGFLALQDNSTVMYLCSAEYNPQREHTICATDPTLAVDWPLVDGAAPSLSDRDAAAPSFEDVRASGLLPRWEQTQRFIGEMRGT
M. tuberculosis GlmU: inhibition of mycobacterial GlmU enzyme – biochemical, glucosamine-1-phosphate acetyltransferase (AID 1376); Bifunctional protein GlmU (Mycobacterium tuberculosis (strain ATCC 25618 / H37Rv)); M. tuberculosis GlmU acetyltransferase enzyme assay; higher % means a stronger effect; one-dose inhibition, %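 (tested at 30 µM in the primary screen)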; IC50 in µM for titrated hits; 220,000 compounds, 0.25% hits; in the data active means inhibition above about 13%; inconclusive means no clear call, values can overlap the other calls;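 further: 0% = complete reaction with vehicle and 100% = reaction without substrate; strong numbers were not always called active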
* marks the source's active call; other numbers are inactive results; ? = inconclusive; / = not tested or not shown. These rows are one share of the data; count on the stated rates, not on these rows.

structure	RmlCD inh 1536	M. tuberculosis GlmU
OC(COc1ccc2ccccc2c1)CN1CCN(c2ccc(F)cc2)CC1 (stereo not drawn)	/	1.3%
Cc1ccccc1C(=O)NNC(=O)CSc1nc(-c2ccccc2)cc(=O)[nH]1	-1.2	-3.0%
COc1cc([N+](=O)[O-])cc(/C=N/NC(=O)CC#N)c1O	-4.2	1.2%
CCOC(=O)c1ccoc1CSCc1ccc(C(=O)OC)o1	7.8	-2.5%
O=c1[nH]c(NCc2ccccc2)nc2c1CCCC2	9.2	-1.3%
NS(=O)(=O)c1cc2c(cc1Cl)NC=NS2(=O)=O	/	-4.9%
O=C(CN(c1ccc2c(c1)OCCO2)S(=O)(=O)c1ccccc1)N1CCN(Cc2ccccc2)CC1	-4.9	-0.9%
CCCc1cc(=O)[nH]c(SCc2ccccc2Cl)n1	-12.3	6.3%
O=C(CCl)Nc1nc(-c2ccco2)c(-c2ccco2)s1	-3.3	3.0%
COc1ccc(N2C(=O)C(Cl)=C(Nc3c(C)n(C)n(-c4ccccc4)c3=O)C2=O)cc1	16.4	-14.8%
Cc1nn(C(C)C)c(C)c1CN1CCCC(CCC(=O)NCc2ccccc2F)C1 (stereo not drawn)	-8.2	-0.5%
O=C(Nc1ccc(F)cc1F)c1csc(-c2ccccc2)n1	9.1	1.5%
OC(CNCc1ccc2c(c1)OCO2)COc1ccc(F)cc1 (stereo not drawn)	7.7	-7.0%
Cc1cc(C)nc(SCC(=O)NNC(=O)c2ccccc2C)n1	-2.1	2.5%
Cc1ccc(C(=O)C2=C(O)C(=O)N(CCCn3ccnc3)C2c2ccc(OC(C)C)cc2)o1 (stereo not drawn)	2.4	-0.1%
CCN(CC)CCC(C)OC(c1ccccc1)c1ccccc1 (stereo not drawn)	1.9	-5.6%
CCCCOC(=O)/C(=C/c1cn(C)c2ccccc12)NC(=O)c1ccc(OC)cc1	-17.5	10.3%
C/C(=N\NC(=S)NC(C)C)c1ccco1	/	-5.3%
CCOC(=O)c1cc(-c2ccc(N3CCOCC3)cc2)nn1-c1ccc(F)cc1F	-1.1	-5.3%
CN(C)S(=O)(=O)c1ccc2c(c1)nc(CCC(=O)O)n2C	5.2	4.3%
O=c1oc2cc(O)ccc2c2ccccc12	9.2	3.0%
CCOC(=O)C1CCCN(C(=O)/C=C/c2ccc(OC)cc2)C1 (stereo not drawn)	/	1.6%
CC(C)[C@H](NC(=O)c1ccccc1)C(=O)O	18.8	2.0%
NS(=O)(=O)c1ccc(NC(=S)Nc2cc(Cl)c(Cl)cc2Cl)cc1	5.4	1.6%
c1ccc2sc(NCC3CCCO3)nc2c1 (stereo not drawn)	-14.8	-2.7%
C=CCn1c(SCC(=O)Nc2cccc3ccccc23)nnc1-c1cnccn1	19.3	-1.4%
CCOC(=O)c1c(C)c(P(=S)(N2CCOCC2)N2CCOCC2)n(C)c1C	/	2.7%
CC(C)(C)NC(=O)Cn1c(-c2nonc2N)nc2ccccc21	-5.0	0.1%
Cc1cccn2c(CN(C)C3CCOC3)c(C(=O)N3CCCCC3)nc12 (stereo not drawn)	-16.3	-0.5%
CCC(C)N(C(=O)COC(=O)C1C(C(=O)OC)=C(C)NC(C)=C1C(=O)OC)C1CCS(=O)(=O)C1 (stereo not drawn)	/	-1.4%
NC(=O)CSc1nc2ccccc2c(=O)n1Cc1ccco1	/	-5.2%
CC1=C(C(=O)OCC(C)C)C23C(=O)c4ccccc4C2(O1)OC(N)=C3C#N (stereo not drawn)	7.0	5.0%
CCCCn1nnnc1SCC(=O)Nc1sc2c(c1C#N)CCCC2	91.8	0.8%
Brc1ccc(-c2nnc3sc(CN4CCN(c5ccccc5)CC4)cn23)cc1	4.9	3.1%
Cc1onc(-c2ccccc2Cl)c1C(=O)Nc1ncn[nH]1	-1.7	-7.3%
O=C(O)c1cnccn1	/	-4.0%
C=CCn1c(O)c(/C=C2/C=CC=N2)c(=O)[nH]c1=O	-12.1	4.9%
CCOC(=O)c1cccc(NC(=O)c2cnccn2)c1	/	-0.7%
COc1ccc(C2NCCc3sccc32)cc1 (stereo not drawn)	9.8	-3.7%
CCCCOC(=O)c1ccc(NC(=O)CSC2=Nc3ccccc3C3CC=NN23)cc1 (stereo not drawn)	/	4.0%
Cc1noc(C)c1COC(=O)c1cccnc1Cl	-6.5	-7.1%
COc1ccc2c(Cl)c(C(N)=O)sc2c1	11.2	0.6%
O=C(COc1ccccc1-c1ccccc1)NCc1cccc(Cl)c1	-2.6	-4.2%
CCSc1nc2sc3c(c2c(=O)n1CC)CC(C)(C)OC3	/	0.8%
Cc1oc(C(=O)O)cc1COc1ccc2c3c(c(=O)oc2c1)CCC3	6.9	4.6%
Cc1ccc(Cl)cc1N1CCN(C(=O)Cn2ccc3ccccc3c2=O)CC1	16.8	0.8%
Cc1cccc2cc(CN(Cc3cccs3)Cc3nnnn3Cc3ccccc3)c(=O)[nH]c12	43.6	5.3%
O=S(=O)(NCC(c1cccnc1)N1CCOCC1)c1ccccc1 (stereo not drawn)	-7.3	-4.0%

Compound profiles, as listed above. Values in the order: RmlCD inh 1536	M. tuberculosis GlmU
CCSc1nc2sc3c(c2c(=O)n1CC)CC(C)(C)OC3 in the list: /	0.8%
O=C(COc1ccccc1-c1ccccc1)NCc1cccc(Cl)c1 in the list: -2.6	-4.2%
Cc1cccc2cc(CN(Cc3cccs3)Cc3nnnn3Cc3ccccc3)c(=O)[nH]c12 in the list: 43.6	5.3%

More records follow:
structure	RmlCD inh 1536	M. tuberculosis GlmU
OC(C#CCCN1CCCCC1)(c1ccccc1)c1ccccc1	4.4	3.0%
CC/C(=N\NC(=O)CSCc1ccc(Cl)cc1)c1ccc2c(c1)OCCO2	-4.8	0.8%
c1ccc(-c2cc(-c3ccncc3)nc3ccc4ccccc4c23)cc1	6.0	6.8%
COC(=O)c1ccc(N2CCC(C)CC2)c(N)c1	6.0	-7.7%
Cc1ccc(NC(=O)CN(C)Cc2ccc(Cl)cc2)cc1	/	-4.1%
CCOc1ncccc1C(=O)OCC(=O)Nc1cccc(S(N)(=O)=O)c1	4.5	7.9%
O=C(NCc1ccco1)[C@@H]1CSC2c3ccccc3C(=O)N21 (stereo partly drawn)	/	-2.3%
COc1ccc2cc3cc(C(=O)NCC4CCCO4)oc3nc2c1 (stereo not drawn)	-4.1	1.9%
CCOc1cc(N2CCOCC2)c(OCC)cc1NC(=O)c1ccccc1C	/	4.2%
COc1ccc(S(=O)(=O)N2CCN(Cc3cccc(Cl)c3)CC2)cc1	5.9	2.2%
Brc1cccc(Cn2c(-c3cncs3)nc3ccccc32)c1	/	-2.9%
NCCOc1cnn(-c2ccccc2Cl)c(=O)c1Cl	/	3.7%
COc1ccccc1C1(CC(=O)N2CCOCC2)CCOC(C(C)C)C1 (stereo not drawn)	/	-4.0%
O=C(CCCN=C1NS(=O)(=O)c2ccccc21)OCc1cc([N+](=O)[O-])cc2c1OCOC2	3.4	-4.3%
O=C(C[n+]1ccc(C(=O)N/N=C/c2ccc(O)cc2)cc1)c1ccccc1	/	-2.5%
Cc1cc(=O)oc(C)c1C(=O)N1CCN(C)CC1	3.1	-1.0%
Cc1onc(-c2ccccc2Cl)c1C(=O)Nc1nnc(Cc2ccc(Cl)cc2)s1	/	4.1%
O=C(CSc1nc2ccsc2c(=O)n1NC(=O)c1ccccc1)Nc1nccs1	/	2.7%
COC(=O)c1ccc(N2NC(=O)/C(=C/c3ccc(-c4ccc(Cl)c(C(=O)O)c4)o3)C2=O)cc1	-13.3	75.8µM*
CCSc1nc2cc(OC)c(OC)cc2c(=O)n1CC	/	6.8%
O=C(Cn1cc2c(n1)CCCCC2)NC1CCN(Cc2ccccc2)CC1	-11.3	-3.6%
CCc1c(C)c2c(C)[nH]nc2oc1=O	/	-1.4%
CC(C)c1ccc(S(=O)(=O)N2CCN(C(=S)NCc3ccco3)CC2)cc1	4.8	3.5%
C=C(C)C(=O)Nc1cccc(C2=NOC3(C2)C[C@H](C(N)=O)N(C(=O)c2ccccc2C(=O)c2ccccc2)C3)c1 (stereo partly drawn)	/	10.1%
CCC(C)C(=O)Nc1nc(C)c(-c2csc(Nc3ccccc3OC)n2)s1 (stereo not drawn)	15.2	1.1%
COCCCN(CCC#N)C(=O)c1c(-c2c(Cl)cccc2Cl)noc1C	?	6.1%
COc1ccc(CCNC(=O)CCCCn2c(=O)[nH]c3ccccc3c2=O)cc1OC	3.3	-4.9%
Nc1c2c(nc3ccccc13)CCCC2=O	-7.2	-8.5%
COc1ccc(NC(=O)C2CCC(CNc3c(N4CCCCC4)c(=O)c3=O)CC2)c(OC)c1 (stereo not drawn)	1.5	-4.2%
CN1CCSc2ccc(C(=O)Nc3cccc(F)c3)cc21	/	-4.8%
O=c1[nH]c(CN2CCN(c3ccccc3)CC2)nc2scc(-c3ccccc3)c12	4.5	0.8%
COc1cc(C(=O)NC(CCSC)C(=O)OCC(=O)C(C)(C)C)cc(OC)c1OC (stereo not drawn)	-5.8	-0.3%
Cc1ccc(C(=O)c2nc3c(n2O)CCCC3)cc1	-5.7	0.7%
Cc1nc(N2CCN(C(=O)c3ccc(Cl)cc3)CC2)c(C#N)c2c1COC(C)(C)C2	5.3	2.6%
CCN(Cc1ccncc1)C(=O)c1cc(Br)cc(Br)c1O	4.6	-0.8%
CCN(CC)S(=O)(=O)c1ccc(OC(C)C)nc1	10.8	-8.2%
CCN1CCN(C(=O)Cc2coc3cc(C)cc(C)c23)CC1	-7.4	1.8%
Cc1cccc2cc(CN(CC3CCCO3)C(c3nnnn3Cc3ccco3)C(C)C)c(=O)[nH]c12 (stereo not drawn)	-1.9	/
O=C1N(C2CCCC2)C[C@@H]2C[C@@H](c3cn[nH]c3-c3ccc(Cl)cc3)N3CCC[C@@]123	/	-3.4%
C(=C\c1ccccc1)/CSc1nnc(-c2ccncc2)n1Cc1ccco1	/	4.9%
CCOC(=O)C1=C(C)N(C)C(=O)NC1c1ccccc1OC (stereo not drawn)	-15.7	3.1%
COC(=O)CSc1nc(NC(C)=O)nc(C)c1Br	7.6	-1.5%
COc1ccccc1N1CCN(C2CCN(S(=O)(=O)c3ccc(C)cc3)CC2)CC1	/	3.6%
Cc1ccccc1Nc1nnc(SCC(=O)Nc2ccccc2[N+](=O)[O-])s1	-8.8	3.1%
COc1ccc(CC2(CO)CCN(C(C)Cc3ccc(Cl)cc3)CC2)cc1 (stereo not drawn)	-3.5	-6.0%
CCCCn1c(S(=O)(=O)O)nc2ccccc21	-0.3	1.6%
O=C(C[n+]1ccc2ccccc2c1)c1cccc2ccccc12	-13.8	-1.3%
COc1ccc(NC(=O)CSc2nnc(C3CCCCC3)n2-c2ccccc2)cc1	-6.6	-3.7%
Fc1cccc(NCc2cn3ccccc3n2)c1	/	3.6%
COc1ccc(CCNC(=O)C2CC2)cc1OC	5.8	3.9%
C=CCn1c(-c2ccccc2)c[nH]c1=S	/	-3.6%
O=C(Nc1ccc(F)cc1)N1CCC(c2nc3c(nnn3Cc3ccccc3Cl)c(=O)[nH]2)CC1	-1.5	-2.8%
C=CCN1C(=O)c2cccc3c(N4CCCCC4)ccc(c23)C1=O	-7.5	6.2%
c1ccc(N2CC[N+]3(CCCC3)CC2)nc1	/	-0.1%
COc1ccc(Oc2ccc(-c3ccn[nH]3)cc2)cc1	54.8	4.4%
Cc1cc(C(=O)Nc2ccccc2)oc(=O)c1	/	-0.2%

(list continues)
structure	RmlCD inh 1536	M. tuberculosis GlmU
Cc1ccnc(NS(=O)(=O)c2ccc(NC(=O)/C=C/c3cccs3)cc2)n1	-3.9	-2.7%
Clc1ccccc1-c1nnc2sc(C3COc4ccccc4O3)nn12 (stereo not drawn)	8.1	-0.7%
CCc1cccc(C)c1NC(=O)CSc1nnc(-c2cc3cc(Br)ccc3o2)n1CC	-5.5	0.6%
O=C(c1ccccc1F)N1CCN(c2ccc([N+](=O)[O-])cc2-n2cccc2)CC1	9.5	2.5%
O=C(Nc1ccn(Cc2ccccc2)n1)c1cccc(Cn2cc([N+](=O)[O-])cn2)c1	6.2	-4.6%
Cc1ccc(N/C(=C\C(=O)c2ccccc2)C(=O)O)cc1	-2.7	-1.6%
Cc1cc([N+](=O)[O-])c(NCCCCCCO)c([N+](=O)[O-])c1	/	3.5%
C=CCn1c(=NC(=O)c2ccccc2[N+](=O)[O-])sc2cc(S(C)(=O)=O)ccc21	6.5	-5.4%
CC(=O)c1cnc(-c2ccccn2)s1	-13.3	-1.3%
COc1cc(/C=C/C(=O)N2CCN(C)CC2)cc(S(=O)(=O)N2CCc3ccccc32)c1OC	/	-2.8%
O=S(=O)(Nc1nc2cc3c(cc2nc1Cl)OCCO3)c1ccccc1	-8.5	-4.2%
c1cncc(CSc2ccc(-c3cccs3)nn2)c1	-4.4	-4.4%
O=C(c1ccccc1F)N1CCOCC1	-0.3	-0.1%
O=c1c2ccccc2nnn1CSc1nnc(-c2cccnc2)n1-c1ccccc1F	15.4	-1.9%
CCN1CCN(C2=C(Cl)C(=O)N(Cc3ccccc3)C2=O)CC1	/	-0.2%

Screens deposited in PubChem BioAssay by several laboratories.
